Screens (PubChem BioAssay)
GRP78 ERSR act: induces the endoplasmic reticulum stress response in human glioma cells; U87-MG GRP78 promoter luciferase reporter, 16 h; Potency, µM, inactives show top-dose activation, actives largely listed as activators; actives 0.02% (n = 420,000); AID 602332; also: potency is read from the fitted curve at half-maximal effect; series mostly up to about 76 µM; % of control where 0% means no effect; nearly all actives have a fitted effect of over 35% in size
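Stably transfected U87-MG human glioma cells carrying a GRP78-based luminescent sensor were seeded at 1000 cells/well, pin-dosed with compounds and incubated 16 h. Luciferase reagent was then added, and end-point luminescence was read after 10 min at room temperature.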
Pol eta inh: blocks human DNA polymerase eta activity | recombinant Pol eta, fluorescent DNA replication assay | actives 1.2% (n = 390,000) | Potency, µM (series often up to 114 µM), inactives show top-dose activity change, negative = inhibition, usual class: inhibitors | AID 588591; also: potency is read from the fitted curve at half-maximal effect; % is scaled to controls: 0 for no effect and ±100 for the full control effect
Target sequence (Q9Y253 whole entry, looked up): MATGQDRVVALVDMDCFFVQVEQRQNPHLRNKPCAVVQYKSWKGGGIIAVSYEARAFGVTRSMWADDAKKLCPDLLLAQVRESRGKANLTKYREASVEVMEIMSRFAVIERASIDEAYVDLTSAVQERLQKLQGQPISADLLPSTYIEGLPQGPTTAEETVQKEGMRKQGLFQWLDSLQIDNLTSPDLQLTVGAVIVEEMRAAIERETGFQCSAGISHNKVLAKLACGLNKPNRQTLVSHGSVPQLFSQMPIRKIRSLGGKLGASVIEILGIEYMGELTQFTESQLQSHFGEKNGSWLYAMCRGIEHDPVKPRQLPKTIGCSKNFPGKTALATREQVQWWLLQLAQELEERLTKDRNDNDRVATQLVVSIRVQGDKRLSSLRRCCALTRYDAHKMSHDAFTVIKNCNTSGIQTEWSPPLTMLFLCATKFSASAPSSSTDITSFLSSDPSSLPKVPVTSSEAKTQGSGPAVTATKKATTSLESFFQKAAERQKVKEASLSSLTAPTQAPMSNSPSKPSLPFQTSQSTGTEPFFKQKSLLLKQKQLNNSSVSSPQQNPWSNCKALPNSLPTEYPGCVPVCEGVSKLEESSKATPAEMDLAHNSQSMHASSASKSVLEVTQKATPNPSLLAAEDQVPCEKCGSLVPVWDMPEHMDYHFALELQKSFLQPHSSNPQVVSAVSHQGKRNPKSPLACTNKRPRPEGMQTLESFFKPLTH
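Pol eta (10 nM) was preincubated with compounds for 15 min at room temperature, after which fluorescent replication substrate (50 nM final) was added to start the reaction. Fluorescence was read kinetically at 0 and 10 min.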
BLM inh: blocks DNA unwinding by human BLM helicase. P54132. recombinant BLM DNA unwinding, fluorescence dequenching. Potency, µM (doses to about 56.1 µM), without a hit: at the top dose activity change, negative = inhibition, usual class: inhibitors. actives 0.2% (n = 350,000);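 also: potency is read from the fitted curve at half-maximal effect; plate controls were vehicle for no effect and no enzyme for full effect; nearly all actives have a fitted effect of over 35% in size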
Pol beta inh: blocks human DNA polymerase beta activity; Pol beta primer extension/strand displacement, fluorescence kinetic; Potency, µM (series often up to 114 µM), for the others: at the highest dose activity change, negative = inhibition, hits mostly inhibitors; actives 1.3% (n = 340,000); also: potency is read from the fitted curve at half-maximal effect; % is scaled to controls: 0 for no effect and ±100 for the full control effect
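Preincubation: enzyme (10 nM) with compound, 15 min, RT. Reaction: substrate added to 50 nM final. Reads: 0 and 10 min. Analysis: normalized, Hill fit.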
APEX1 inh: inhibitors of human APE1 endonuclease; recombinant APE1, TAMRA/BHQ-2 abasic DNA cleavage fluorescence; Potency, µM (top dose mostly 65.8 µM), inactives show at the top dose activity change, negative = inhibition, actives largely listed as inhibitors; actives 0.35% (n = 350,000); AID 2517;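 also: potency is read from the fitted curve at half-maximal effect; plate controls were vehicle for no effect and reference inhibitor for full effect; nearly all actives have a fitted effect of over 55% in size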
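APE1 at 0.75 nM preincubated 15 min at room temperature with compound. Reaction then started with 50 nM double-stranded THF-abasic substrate labelled with TAMRA/BHQ-2, and 525/598 nm fluorescence read kinetically. Activity taken as third-minus-first read difference, normalized to DMSO and NSC13755 controls.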
Pol iota inh: DNA polymerase iota (human) inhibition. Q9UNA4. Potency, µM (top dose mostly 115 µM), inactives show top-dose activity, negative = inhibition, hits mostly inhibitors. actives 1% (n = 390,000). Pol iota fluorescent replication assay, 10 min. AID 588590; also: potency is read from the fitted curve at half-maximal effect
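Fluorescent replication assay read twice, at 0 min and 10 min after adding 50 nM (final) substrate. Enzyme (10 nM) and compounds were first incubated 15 min at room temperature; enzyme-free buffer wells were negative controls.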
Anesthetic bind: candidate novel general anesthetic via apoferritin binding; actives 0.074% (n = 350,000); apoferritin/1-aminoanthracene competitive binding, fluorescence; Potency, µM (titrated, usually from 77.5 µM), for inactives: top-dose activity change, negative = displacement, hits mostly inhibitors; also: potency is read from the fitted curve at half-maximal effect; % is scaled to controls: 0 for no effect and ±100 for the full control effect; nearly all actives have a fitted effect of over 20% in size
Target sequence (P02791 2-175 limits assumed): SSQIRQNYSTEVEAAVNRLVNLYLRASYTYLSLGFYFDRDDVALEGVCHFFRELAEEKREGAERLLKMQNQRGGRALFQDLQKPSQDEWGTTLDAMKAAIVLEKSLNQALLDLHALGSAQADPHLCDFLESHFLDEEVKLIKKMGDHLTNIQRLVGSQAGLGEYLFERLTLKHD
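10 uM apoferritin + 50% sat. 1-AMA, PBS; cpd 10 min RT; Ex380/Em535 endpoint; normalized to free probe vs complex; 4-param Hill fit; propofol titration as pos. ctrl.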
LDHA block: blocks human lactate dehydrogenase A; P00338; purified LDHA, NADH/diaphorase-resazurin fluorescence; hits give low values; activity change, % (values are at about 110 or 230 µM); actives 0.15% (n = 480,000); AID 1347041; in the data active = activity change below about -30%; inconclusive = mostly about -25% to -30%;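 also: plate controls were DMSO wells for no effect and wells without enzyme for full effect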
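Remaining NADH was detected by diaphorase (0.133 mg/mL) converting 37 µM resazurin to fluorescent resorufin, read at 0 and 20 minutes. The preceding 5-minute room-temperature reaction used 2 nM LDHA, 0.2 mM sodium pyruvate and 0.06 mM NADH at pH 7.4.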
Pol kappa inh: inhibitors of human DNA polymerase kappa | Q9UBT6 | purified Pol kappa, fluorescent DNA synthesis assay, 10 min | Potency, µM (highest dose often 107 µM), for the others: at the highest dose activity, negative = inhibition, usual class: inhibitors | actives 0.53% (n = 400,000); also: potency is read from the fitted curve at half-maximal effect; % is scaled to controls: 0 for no effect and ±100 for the full control effect
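50 nM final substrate added after 15 min RT preincubation of 10 nM Pol kappa with compound; fluorescence read at 0 and 10 min.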
* hit, by the source's call; ? = inconclusive; . = not tested or not shown; & = joins results of further samples; [ ] = another dose, or the depositor's remark. Unless noted, calls follow the shape of the dose curve; as a rule, active = well fitted curve in the direction sought with a large enough effect; inconclusive = small, poorly fitted or top-dose-only effect, or another doubt; inactive = no such curve, though single readings can be large; an effect the other way counts as inactive or inconclusive.

compound	Pol kappa inh	GRP78 ERSR act	Anesthetic bind	LDHA block	BLM inh	Pol eta inh	Pol iota inh	Pol beta inh	APEX1 inh
Cc1cc(NC(=O)CCc2nc3cccnc3n2Cc2cccs2)ccc1Br	-5%	-1%	-4%	2	-10%	-10%	-2%	0%	.
O=C(NC1=NCCS1)c1ccc([N+](=O)[O-])cc1Cl	8%	6%	-3%	0	-3%	-12%	84%[activator]	1%	?
O=C(O)CN1C(=O)NC2NC(=O)NC21 (stereo unspecified)	-27%	-6%	-10%	-6	2%	-3%	10%	3%	3%
Cc1cccc(NC(=S)NCc2ccc3c(c2)OCO3)c1	-3%	-1%	-9%	-6	-6%	-15%	4%	7%	-1%
CCO[C@H]1OC(C(N)=O)=C[C@@H](C(C)(C)C)[C@@H]1CCCO	-5%	-4%	.	1	.	-3%	11%	.	.
COc1ccc2nc(SCC(=O)Nc3ccc4c(c3)CCC4)[nH]c2c1	-8%	2%	-16%	-2	-4%	?	28%	4%	-11%
O=C(CCC1CCCC1)NCCCN1CCOCC1	-3%	-6%	-4%	-2	-8%	-15%	19%	-9%	2%
Cc1cc2nc(SCC(=O)Nc3ccccc3C(=O)O)[nH]c2cc1C	-24%	4%	-2%	-4	0%	9%	63%[activator]	5%	11%
O=C(Nc1ccc2c(c1)OCCO2)c1ccc(Cl)cc1	-7%	-8%	3%	-6	-7%	-1%	14%	-1%	26%
CN(C)c1ccc(/C=C2\SC(=S)N(Nc3ncc(C(F)(F)F)cc3Cl)C2=O)cc1	18µM*	-2%	-15%	-7	-11%	45µM*	11µM*	-1%	-1%
CC(C)N(C(=O)CN1C(=O)C(=O)c2ccccc21)c1ccccc1	-25%	0%	-8%	2	-2%	-13%	41%[activator]	-23%	-4%
CN(C(=O)COC(=O)C1CCN(S(=O)(=O)c2cccs2)CC1)C1CCS(=O)(=O)C1 (stereo unspecified)	-7%	-5%	-8%	3	-3%	-12%	-16%	-1%	0%
O=C(Cc1csc(Nc2nc(=S)[nH]c3ccccc23)n1)NCCCN1CCN(c2cccc(Cl)c2)CC1	-15%	2%	-3%	-6	2%	-23%	67%[activator]	11%	-1%
Cc1noc(C)c1Cc1c(Cl)cccc1Cl	-12%	-3%	?	-3	-1%	-12%	16%	23%	-2%
CC1CCN(C(=O)c2ccc(-c3ccccc3Cl)o2)CC1	-5%	-1%	.	-3	.	-3%	8%	.	7%
Cc1noc(C)c1NC(=O)N(C)C[C@H]1Oc2c(NC(=O)NC(C)C)cccc2C(=O)N([C@H](C)CO)C[C@@H]1C	3%	-5%	.	0	.	-11%	22%	.	10%
O=C(Nc1cc(Oc2ccc(Cl)cc2)cc([N+](=O)[O-])c1)c1ccco1	-18%	-4%	-15%	-6	-1%	-20%	3%	-4%	1%
O=C1/C(=C/c2coc3ccc(O)cc3c2=O)SC(=S)N1c1ccccc1	-25%	0%	6%	-1	-14%	-19%	-11%	-28%	-4%
Nn1c(SCC(=O)Nc2ccc(N3CCOCC3)cc2)nnc1-c1cccc(F)c1	11%	-1%	.	1	.	-10%	15%	.	13%
O=C(CSc1nnc(-c2cccs2)n1-c1ccccc1)N1CCOCC1	-4%	-7%	-6%	-9	-2%	1%	12%	1%	1%
CS(=O)(=O)N(CCc1ccccc1)CC(=O)NCc1ccc2c(c1)OCO2	-14%	-1%	-6%	-5	4%	-24%	8%	46%	13%
COc1ccc(OCC(=O)N2CCCC(CO)(CCOc3ccccc3)C2)cc1 (stereo unspecified)	-16%	-6%	-14%	-4	-1%	?	1%	2%	-1%
CCOC(=O)c1cc2c(C(F)(F)F)cc(-c3ccccc3)nc2o1	-3%	-3%	-10%	-7	-4%	-10%	-3%	2%	0%
CCC1CCCCN1C(=O)CSc1nc2c(c(=O)n(C)c(=O)n2C)n1C (stereo unspecified)	0%	-4%	-5%	-4	-2%	-3%	31%[activator]	18%	-2%
CC(C)Cn1c(-c2ccc(C#N)cc2)nc2c1c(=O)[nH]c(=O)n2CC(C)C	-1%	-1%	-6%	0&-2	-2%	-16%	2%	9%	2%
CCS(=O)(=O)N1CCN(C(=O)c2cccc3ccccc23)CC1	5%	1%	-3%	-3	-7%	1%	160%[activator]	-19%	30%
C=CCNC(=S)Nc1ccc(F)cc1F	7%	-3%	3%	-5	0%	-8%	-27%	83%	1%
COc1ccccc1N1CCN(C(=O)C(=O)N/N=C/c2ccccc2F)CC1	-5%	-2%	-15%	-4	-12%	-17%	9%	25%	0%
O=C(COc1cccc(Cl)c1)NCc1ccccc1	9%	3%	-13%	0	-2%	-12%	-21%	-1%	26%
OC1(c2cccc(F)c2)CCN(Cc2ccncc2)CC1	-9%	-6%	-8%	-3	0%	-7%	?	8%	1%

A draw from above in order of heavy-atom count, smallest number first:
compound	Pol kappa inh	GRP78 ERSR act	Anesthetic bind	LDHA block	BLM inh	Pol eta inh	Pol iota inh	Pol beta inh	APEX1 inh
O=C(O)CN1C(=O)NC2NC(=O)NC21 (stereo unspecified)	-27%	-6%	-10%	-6	2%	-3%	10%	3%	3%
CC1CCN(C(=O)c2ccc(-c3ccccc3Cl)o2)CC1	-5%	-1%	.	-3	.	-3%	8%	.	7%
Cc1noc(C)c1NC(=O)N(C)C[C@H]1Oc2c(NC(=O)NC(C)C)cccc2C(=O)N([C@H](C)CO)C[C@@H]1C	3%	-5%	.	0	.	-11%	22%	.	10%

(list continues)
compound	Pol kappa inh	GRP78 ERSR act	Anesthetic bind	LDHA block	BLM inh	Pol eta inh	Pol iota inh	Pol beta inh	APEX1 inh
COc1ccc(NC(=O)c2cc(F)cc(F)c2)cc1Cl	-2%	3%	-9%	-3	-2%	-17%	0%	1%	1%
O=C(Nc1ccc(N2CCOCC2)cc1)C1=NN(c2ccccc2)C(=O)CC1	0%	1%	.	4	.	-15%	14%	.	56%
CCN(Cc1ccncc1)C(=O)CCc1ccccc1	5%	-3%	-3%	-2	-7%	-16%	13%	16%	14%
COc1cc(NC(=O)COC(=O)CO/N=C(\C)c2ccc3c(c2)OCO3)cc(OC)c1OC	-3%	-2%	.	-7	.	-10%	-5%	.	40%
Cc1cccc(OC2CCN(Cc3nc(CC4CC4)no3)CC2)c1	-10%	2%	-15%	0	-5%	-9%	2%	0%	-2%
C=CCN(CC=C)S(=O)(=O)c1ccc(C(=O)Nc2nc3c(s2)CCc2ccccc2-3)cc1	-4%	-1%	0%	3	0%	-9%	36%[activator]	-2%	2%
COc1ccc(CNCc2c(C(=O)O)n(Cc3ccc(F)cc3)c3cc(C)ccc23)cc1OC	0%	0%	-11%	-1	1%	-20%	-4%	5%	.
O=C(NCCc1nc2ccccc2n1CCCOc1ccc(Cl)cc1)C1CCCCC1	-9%	0%	157%[activator]	1	-11%	-11%	7%	-15%	.
Cc1sc2ncn(-n3c(C)ccc3C)c(=O)c2c1C	-2%	-6%	?	-3	-2%	-4%	4%	11%	-1%
CN(C)c1cc(-c2ccccc2)nc(-c2ccccc2)n1	6%	-2%	0%	-6	-2%	-6%	11%	20%	16%
COC(=O)CN(c1ccc2c(c1)OCO2)S(C)(=O)=O	-5%	-1%	-9%	0	1%	-5%	2%	6%	0%
CCCCNC(=O)c1cn(-c2ccc(OCC)cc2)c(=O)c2cc(OC)c(OC)cc12	-13%	0%	-3%	-8	-2%	7%	3%	-4%	15%
COc1cccc(CN2CCNC(=O)C2CC(=O)N(C)Cc2cnccn2)c1OC (stereo unspecified)	-1%	4%	-3%	2	-1%	-15%	33%[activator]	0%	1%
O=C1NC(=O)C2(CCc3ccccc32)N1 (stereo unspecified)	1%	6%	-9%	-8	-2%	-8%	0%	0%	1%
COc1ccc(C2=NO[C@@](CC(=O)O)(C(=O)Nc3ccc4c(c3)OCCO4)C2)cc1	7%	1%	-8%	24	-3%	-14%	64%[activator]	-3%	-11%
COc1ccc(-c2onc(C)c2C)cc1S(=O)(=O)N1CCC(C)CC1	4%	-3%	-5%	-5	-10%	-18%	6%	6%	.
Cc1ccc(S(=O)(=O)/C(C#N)=C/c2c[nH]c3ccccc23)cc1	-1%	2%	-16%	0	-13%	-7%	28%	2%	-8%
CCc1ccc(NC(=O)CN(C)S(=O)(=O)c2ccc3c(c2)c(=O)n(C)c(=O)n3C)cc1	1%	-2%	-16%	3	0%	-11%	9%	34%	.
CCc1nnc(SCCSc2nnc(CC)n2N)n1N	-2%	1%	-4%	-3	2%	0%	8%	-8%	1%
O=C(O)c1ccc(Nc2nc(-c3cccnc3)cs2)cc1	-14%	-6%	-4%	-10	-2%	5%	136%[activator]	1%	19%
CC(C)CCn1c(NCCN(C)C)nc2c1c(=O)[nH]c(=O)n2C	2%	-4%	-6%	-8	1%	-4%	1%	8%	0%
COc1ccccc1CNC(=O)c1cc2sccc2n1C	-6%	2%	?	-2	1%	-15%	-8%[58.9 µM]	10%	2%
Cc1c(-c2ccccc2)oc2c(C(=O)OCC(=O)Nc3cccc(F)c3)cccc2c1=O	3%	-2%	-4%	2&-1	-10%	-9%	-11%	1%	4%
CCn1cc(C(=O)NCCCOC)c(=O)c2cc(S(=O)(=O)N3CCC(C)CC3)ccc21	4%	-4%	-6%	-11	-2%	2%	10%	52%	6%
COC(=O)COc1ccc(S(=O)(=O)N2CCOCC2)cc1C	0%	-1%	-2%	4	-2%	-8%	-7%	-6%	0%
Cc1ccc(S(=O)(=O)Cn2nnnc2C(CC(C)C)N2CCN(c3ccc(F)cc3)CC2)cc1 (stereo unspecified)	-8%	-5%	-15%	-13	-5%	4%	11%	3%	-2%
CCOC(=O)C1CCCN(C(=O)c2cc(-c3ccc(C)cc3)nc3ccccc23)C1 (stereo unspecified)	-26%	1%	?	3	-7%	?	34%[activator]	-15%	-5%
Nc1nc(NCc2ccco2)nc(N2CCCCCC2)c1[N+](=O)[O-]	-1%	-3%	?	7	-17%	-24%	-9%	10%	-9%

Not all compounds are listed; the hit share may differ from the screen's.
